Lipid storage S3: qHTS Assay for Lipid Storage Modulators in Drosophila S3 Cells; AID 2685; 0.64% of 320,000 active; lipid storage change, negative = inhibition, % at the top dose, mostly 46.1 µM; hits show Potency in µM; Drosophila S3 cells, BODIPY lipid droplet fluorescence, 18-24 h; cells fed with added oleic acid; active means well fitted inhibition curve with a large enough effect in the signal ratio, with a control signal flat, not every such curve was filed as active; inconclusive means small, poorly fitted or top-dose-only effect, or effect the other way, or a change in a side signal; the % refers to the signal ratio
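Laser-scanning cytometry quantifies lipid droplet accumulation (500–530 nm total intensity; droplet/cell object ratio) in oleic acid-fed (400 uM added) Drosophila S3 cells treated with a concentration series. 20 uM Triacsin C defined 100% inhibition.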
Lipid storage S3 cell count max: second read-out of Lipid storage S3, no call of its own (marks repeat the call); cell number change, %; measured here: cell count max response;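 cells counted by Cell Tracker Red CMTPX staining in the red channel; peak over a dose series mostly up to 46.1 µM; percent activity relative to internal control wells on each plate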
An asterisk follows results filed as active; i = inactive; ? = inconclusive; / = no result given. On the % scale 0 is the no-effect control and ±100 the full control effect; potency means the concentration at half of the fitted maximal effect.

Order of values – Lipid storage S3	Lipid storage S3 cell count max
[1] Cc1ccc(NC(=S)N2CC(C)OC(C)C2)cc1C (configuration not stated)
    -12.9%	4.0
[2] Cc1nc(NC(=O)C2CC2)sc1C(=O)Nc1cccc(Cl)c1
    ?	/
[3] NCCCC[C@@H](C(=O)N1CCNCC1)n1cc([C@@H](N)CO)nn1
    -7.5%	-14.0
[4] Cc1ccc2c(c1)N(C(=O)CCC(=O)NCCCN1CCN(C)CC1)CCO2
    ?	/
[5] CC(=O)N1/C(=C/c2ccc(N(C)C)cc2)C(=O)c2ccccc21
    ?	/
[6] CN(C)c1ccc(CNc2ccc3c(c2)ncn3C(C)(C)C)cc1
    ?	/
[7] Cc1ccccc1NC(=O)COC(=O)c1c[nH]c(=O)[nH]c1=O
    ?	/
[8] Cn1c(N)c(C(=O)COC(=O)c2ccc(S(=O)(=O)N3CCCCC3)cc2)c(=O)n(C)c1=O
    i	/
[9] O=C1CC(NS(=O)(=O)c2ccc([N+](=O)[O-])cc2)CN1c1ccc2c(c1)OCCO2 (configuration not stated)
    i	/
[10] CCOc1ccc(NC(=O)c2ccc(C#CC(C)(C)O)cc2)cc1
    i	/
[11] N#Cc1c(Nc2ccccc2)c(C=NCCN2CCOCC2)c[nH]c1=O
    -0.2%	-15.3
[12] COc1cc(C(=O)NCc2cc3cc(Cl)ccc3n2C)cc(OC)c1OC
    ?	/
[13] O=C(NCc1cc(Br)cc(Br)c1OC(=O)c1ccccc1[N+](=O)[O-])c1ccccc1
    2.5%	16.8
[14] COc1ccc(C(CNC(=O)c2cccc(S(=O)(=O)Nc3ccc(F)cc3)c2)N(C)C)cc1 (configuration not stated)
    ?	/
[15] CCOC(=O)c1sc(=NC(=O)c2ccco2)n(C)c1C
    3.9%	3.5
[16] COCCNC(=O)NC(=O)CN1CCN(C(c2ccccc2)c2ccccc2)CC1
    ?	/
[17] Cc1[nH]c2ccccc2c1C(=O)C(=O)NCCCc1ccccc1
    9.0%	-8.2
[18] CON(C)c1nc(OCCNC(=O)OCc2ccc(Cl)cc2C)nc(N(C)C)n1
    -7.1%	-18.8
[19] c1ccc(-c2cc(-c3nnc4sc(-c5ccccn5)nn34)[nH]n2)cc1
    ?	/
[20] O=C(Nc1ccc(S(=O)(=O)N2C[C@@H]3C[C@@H](C2)c2cccc(=O)n2C3)cc1)c1ccc(F)cc1
    ?	/
[21] Cc1nc2ccccn2c1-c1nnco1
    20.2%	1.8
[22] CC1(C)C(=O)C2(C(=O)NCc3ccccc3)CCC1C2 (configuration not stated)
    ?	/
[23] Cc1cc(NC(=O)CN2C(=O)S/C(=C\c3ccccc3)C2=O)no1
    6.1%	2.7
[24] CCn1c(CCNC(=O)c2ccc(OC)cc2)nnc1SCc1ccc(Cl)c(Cl)c1
    ?	/
[25] NC(=O)c1nsc(C(=O)N(CC(=O)NC2CCCCC2)c2ccc(Cl)cc2)c1N
    14.6µM*	-2.6*
[26] CCc1ccc(CNC(=O)C2CCN(S(=O)(=O)N3CCC(C)CC3)CC2)cc1
    ?	/
[27] Cc1cc(C)n2nc(SCC(=O)N/N=C/c3ccc(F)cc3)nc2n1
    0.8%	12.1
[28] Cc1cccc(N/C(N)=N/c2nc(C(F)(F)F)cc(C(F)(F)F)n2)c1
    -25.9%	-18.6
[29] CC(=O)N1N=C(c2ccccc2OC(=O)/C=C/c2ccccc2)CC1c1ccccc1 (configuration not stated)
    -2.6%	/
[30] COc1cccc(N2CCN(C(=O)CCNS(=O)(=O)c3ccc4c(c3)c(=O)n(C)c(=O)n4C)CC2)c1
    2.7%	13.2
[31] CCOc1cc(S(=O)(=O)Nc2ccccc2CC)ccc1Cl
    ?	/
[32] Cc1ccc(C)c(Nc2nc(-c3ccncc3)nc3ccccc23)c1
    1.8%	-15.2
[33] Cc1ccc(CN2C(=O)CSC2c2cccnc2)cc1 (configuration not stated)
    -6.3%	-23.9
[34] COCCSc1nc2sc3c(c2c(=O)n1-c1ccccc1)CCN(C)C3
    -6.4%	1.1
[35] COc1ccc(NC(=O)Cn2nnc3ccccc32)c([N+](=O)[O-])c1
    ?	/
[36] N#Cc1ccc(NC(=O)c2cc(S(=O)(=O)N3CCOCC3)ccc2N2CCCC2)cc1
    ?	/
[37] C=C(C)Cn1c(-c2ccccc2)nc2ccccc21
    i	/
[38] COc1ccc(Cl)cc1NC(=O)COC(=O)c1c(-c2ccccc2)noc1C
    i	-24.6
[39] O=C(CSc1nc(=O)n(CCCN2CCOCC2)c2c1CCC2)Nc1ccc(F)cc1
    ?	/
[40] Cc1cc(NC(=O)c2ccc3c(c2)C(=O)N(Cc2ccccc2)C3=O)no1
    1.0%	15.8
[41] COc1ccc(CN(C)C(=O)C23CC4CC(CC(Cl)(C4)C2)C3)c(OC)c1OC
    i	4.6
[42] COc1ccc(S(=O)(=O)NCCSc2ccc(C)cc2)cc1OC
    ?	/
[43] C=CCCCCCCCCC(=O)N1CCN(c2cc3c(cc2F)c(=O)c(C(=O)O)cn3CC)CC1
    3.7%	13.6
[44] O=C(N/N=C/C(Br)=C/c1ccccc1)c1ccc([N+](=O)[O-])cc1
    ?	/
[45] COc1cccc(C(C2C(=O)CC(C)(C)CC2=O)C2C(=O)CC(C)(C)CC2=O)c1
    i	/
[46] C[C@@H]1CC=C[C@H]2[C@H]1C(=O)N(Cc1ccccc1)[C@H]2c1ccc(-c2ccoc2)cc1F
    ?	/
[47] CN(C)c1nc(N(C)C)n(C(=O)c2cccs2)n1
    ?	/
[48] COCCCNCCCOc1ccc(C)cc1Br
    9.4%	-14.3
[49] COc1ccc(C2CC(=O)c3c(C)nc(N4CCN(Cc5ccccc5)CC4)nc3C2)cc1OC (configuration not stated)
    ?	/
[50] O=C1Nc2cc3c(cc2C1=O)sc1ccccc13
    11.2%	-7.5
[51] COc1ccc(N/C=C(\C#N)c2nc3ccccc3n2C)c(OC)c1
    ?	/
[52] O=C(NC1CCCCCC1)c1cccnc1Sc1ccccc1
    -1.6%	0.6
[53] CC12CN3CC(C)(CN(C1)C3c1ccc([N+](=O)[O-])o1)C2 (configuration not stated)
    -8.8%	0.4
[54] Cc1cc(NC(=O)C2CC(=O)N(c3ccccc3C)C2)no1 (configuration not stated)
    ?	/
[55] COc1ccc(CCNC(=O)COc2ccc(S(=O)(=O)NC(C)C)cc2Cl)cc1OC
    -26.0%	/
[56] NC(=O)C1CCN(C(=O)c2cccc(S(=O)(=O)N3CCCC3)c2)CC1
    ?	/
[57] COC(=O)C1=C(C)NC(C)=C(C(=O)OC)C1/C=C/c1ccccc1
    ?	/
[58] COc1ccc(S(=O)(=O)N2CCN(C(=O)c3cc(-c4ccc(Br)cc4)n[nH]3)CC2)cc1OC
    ?	/
[59] Nc1nc(-c2ccc(Cl)cc2)c(S(=O)(=O)c2ccccc2)s1
    ?	/
[60] Fc1ccccc1-c1ccc(/C=N/Nc2nc3ccccc3[nH]2)o1
    ?	/

(listing goes on)
Order of values – Lipid storage S3	Lipid storage S3 cell count max
[61] O=C(Nc1ccccc1NC(=O)c1c(F)cccc1F)c1c(F)cccc1F
    ?	/
[62] COC(=O)C1=C(C)N2C(=O)CSC2=NC1c1ccc2c(c1)OCO2 (configuration not stated)
    ?	/
[63] COc1cccc(C2=NNC(=NCc3ccccc3)SC2)c1
    ?	/
[64] CCN(CC)C(=O)CSc1nnc(-c2cc(OC)cc(OC)c2)o1
    i	/
[65] NC(=O)Nc1ccc(Nc2ccccc2)cc1
    0.1%	10.9
[66] Cc1cnc(NC(=O)c2ccc(-c3ccc([N+](=O)[O-])cc3)o2)s1
    1.1%	6.3
[67] O=C(NCc1ccc(Cl)cc1)c1cccc2c1C(=O)N(CC1CCCO1)C2 (configuration not stated)
    ?	/
[68] CC(C)=C1Cc2ccccc2C1=O
    9.4%	-18.3
[69] CN(Cc1cccc(C(F)(F)F)c1)Cc1nc(-c2cnccn2)no1
    11.0%	5.9
[70] CCC1CCCCN1C(=O)c1cc(-c2ccc(Cl)c(Cl)c2)on1 (configuration not stated)
    ?	/
[71] CN1CCN(c2ccc(NC(=O)c3ccc(Cl)cc3Cl)cc2)CC1
    ?	/
[72] COCCNC(=S)N1CCC(C(=O)c2ccc3c(c2)OCCO3)CC1
    2.6%	9.3
[73] COc1ccc(Br)cc1C1NC(=O)NC(C)=C1C(=O)N(C)C (configuration not stated)
    i	21.6
[74] Cc1nnc(SCC(=O)Nc2cccc(C(F)(F)F)c2)[nH]c1=O
    5.0%	-23.7
[75] Cc1cn(C2OC(COC(=O)c3ccccc3)C(O)C2Cl)c(=O)[nH]c1=O (configuration not stated)
    ?	/
[76] COC(=O)c1cc(-c2ccc(S(=O)(=O)N3CCCCC3)cc2)c(C(F)(F)F)s1
    -0.7%	7.4
[77] COc1ccnc(Oc2ccccc2)c1-c1ncn[nH]1
    -9.0%	5.5
[78] CCOc1ccccc1N1CCN(C(=O)c2cc3c(s2)CCC3)CC1
    ?	/
[79] O=C(OCCN1C(=O)c2ccccc2C1=O)c1cc(=O)[nH]c2ccccc12
    ?	/
[80] COc1ccc(NC(=O)CNC(=O)CC23CC4CC(CC(C4)C2)C3)c(OC)c1
    ?	/
[81] Cc1ccc(C)c(CN2CCC(CNC(=O)CCc3nnc4ccc(N5CCCCC5)nn34)CC2)c1
    i	-1.9
[82] COc1cc(NS(=O)(=O)c2ccc(Br)s2)cc(OC)c1
    i	/
[83] CCOC(=O)c1[nH]cnc1C(=O)N1CCC(C)CC1
    ?	/
[84] O=C(NCCc1ccc(F)cc1)c1ccc(S(=O)(=O)N2CCCC2)cc1
    ?	/
[85] Cc1ccc(-n2c(SCC(=O)Nc3ncc(Cl)cc3Cl)nc3ccccc32)cc1
    ?	/
[86] Cc1cc(C)c(C#N)c(SC(F)F)n1
    -16.7%	-19.9
[87] Cc1cc(C)cc(OC(C)C(=O)NCCCn2ccnc2)c1 (configuration not stated)
    ?	/
[88] COC(=O)c1ccccc1NC(=O)NC1CCCCC1
    ?	/
[89] COc1cccc(C(=O)CC(C#N)c2ccc(F)cc2)c1 (configuration not stated)
    ?	/
[90] Cc1ccc(N(C)S(=O)(=O)c2cccc(C(=O)NC3=NCCS3)c2)cc1
    ?	/
[91] COC(=O)C(C(=O)Nc1nc2ccccc2s1)C1CCCC1 (configuration not stated)
    10.7%	14.2
[92] O=S(=O)(c1ccc(Cl)cc1)c1cnc(-c2cccnc2)nc1-c1ccccc1
    -3.0%	4.0
[93] Cc1ccc(C(=O)N2CCCC(Nc3ccc(F)c(F)c3)C2)cn1 (configuration not stated)
    ?	/
[94] Cc1cc(C)c2nc(SCC(=O)NCCC3=CCCCC3)cc(C)c2c1
    7.6%	12.6
[95] COc1ccc(C(C)=O)cc1CSc1nnc(Nc2ccc(C)cc2C)s1
    -0.5%	-1.4
[96] C/C(N)=C(/C#N)C(=O)CSc1nc2ccccc2c(=O)n1CCCO
    ?	/
[97] O=C(CCCSc1nc2ccccc2[nH]1)NC1=NCCS1
    15.4%	4.0
[98] C/C(=N\NC(=S)Nc1ccccc1C)c1ccc(O)cc1
    ?	/
[99] O=C(Nc1ccccc1)N(Cc1ccccc1)CC(O)C(F)(F)F (configuration not stated)
    9.2%	1.2
[100] CCn1cc(C(=O)N[C@H](C(=O)NCCN2CCOCC2)C(C)C)c(=O)c2cc3c(cc21)OCO3
    i	29.8
[101] O=C(NCCCN1CCOCC1)c1cccnc1
    -5.6%	-8.1
[102] Cc1ccc(S(=O)(=O)CCC(=O)NC2CCCCC2)cc1
    ?	/
[103] Cc1ccc(OCC(=O)NNC(=O)C(=O)N2CCCC2)c(C)c1
    ?	/
[104] Cc1ccc(S(=O)(=O)N2CC(C(=O)O)=CC[C@H]2c2ccc3c(c2)OCO3)cc1
    ?	/
[105] CCN1CCN(c2ccc(S(=O)(=O)N3CCCCC3)cc2NC(=O)Cc2ccccc2)CC1
    8.5%	0.8
[106] CCn1c(CNc2ccc(C)cc2C)nnc1SCC(=O)N1CCCc2ccccc21
    i	-1.9
[107] Cc1nc2ccccc2c2oc(C(=O)NCCCN3CCCC(C)C3)cc12 (configuration not stated)
    ?	/
[108] CCCc1nnc2c(N(C)S(=O)(=O)c3ccccc3)nc3ccccc3n12
    ?	/
[109] CCn1nc(NC(=O)c2ccccn2)c2cc3cc(C)ccc3nc21
    ?	/
[110] CC1CCCCC12NC(=O)N(CC(=O)Nc1ccc(S(=O)(=O)N3CCOCC3)cc1)C2=O (configuration not stated)
    i	/
[111] CC(C)(C)N(Cc1ccccc1)C(=O)c1ccncc1
    ?	/
[112] CCCCn1c(SCC(=O)c2cc(OC)ccc2OC)nc2cc(S(N)(=O)=O)ccc21
    ?	/
[113] CN(CC(=O)Nc1cccc(F)c1)C(=O)CSc1ccc(Br)cc1
    i	/
[114] COc1ccc(Cl)cc1C(=O)CSc1nnnn1C1CCCCC1
    ?	/

Source: PubChem (National Center for Advancing Translational Sciences (NCATS))

This is a subset; count on the stated rates, not on these rows.
